TbREL1 primary = TbREL1 RNA ligase inhibitors, primary screen, biochemical, FRET fluorescence | inhibition, % at 9.66 µM | RNA-editing ligase 1, mitochondrial (Trypanosoma brucei brucei), P86926 | TbREL1 RNA ligation | 0.49% of 89,000 active;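 active means inhibition above the mean inhibition across all screened compounds plus 3 SD, cut at about 11% in these data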;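 further: 0% = plate median of test wells and 100% = NSC42067 control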
Target sequence (P86926 whole entry, looked up): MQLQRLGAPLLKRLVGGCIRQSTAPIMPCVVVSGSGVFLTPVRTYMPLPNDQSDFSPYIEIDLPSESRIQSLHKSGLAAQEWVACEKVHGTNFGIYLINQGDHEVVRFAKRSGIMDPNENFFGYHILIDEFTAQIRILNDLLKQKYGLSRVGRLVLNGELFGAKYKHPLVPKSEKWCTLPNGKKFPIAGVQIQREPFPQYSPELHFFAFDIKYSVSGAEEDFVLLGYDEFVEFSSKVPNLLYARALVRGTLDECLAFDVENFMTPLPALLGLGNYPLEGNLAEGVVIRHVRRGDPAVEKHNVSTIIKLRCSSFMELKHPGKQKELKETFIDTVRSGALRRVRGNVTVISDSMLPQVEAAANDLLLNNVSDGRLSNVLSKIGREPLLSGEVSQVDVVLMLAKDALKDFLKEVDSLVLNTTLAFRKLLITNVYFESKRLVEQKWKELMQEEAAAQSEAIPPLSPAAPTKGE
The depositor's hits bear a star; & = joins results of further samples. Only part of the results is shown; rates above refer to the full screens.

SMILES	TbREL1 primary
COc1ccccc1CNC(=O)C1CC2Cn3c(nc4cc5ccccc5cc43)C2N1C (stereo not drawn)	2
COc1ccc(CCN2C(=O)CC(N3CCN(S(=O)(=O)c4ccccc4)CC3)C2=O)cc1 (stereo not drawn)	-2
O=C(NCCOc1ccccc1)c1cccc(S(=O)(=O)N2CCN(Cc3ccccc3)CC2)c1	-3
CCC(C)NC(=O)Cc1c(OC)ccc2cc(Br)ccc12 (stereo not drawn)	0
CNC(=O)COc1ccc(S(=O)(=O)N2CCCC2)cc1	0
O=c1oc2cc(O)ccc2cc1-c1ccc(F)cc1	1
Cc1ccc(C2CC(=O)NC(SCC(=O)OCc3ccccc3)=C2C#N)o1 (stereo not drawn)	-3
COc1cccc(C2c3c(oc4ccccc4c3=O)C(=O)N2Cc2ccco2)c1 (stereo not drawn)	4
CCOC(=O)c1cccc(NC(=S)NCc2ccc(C)cc2)c1	-4
O=C(Nc1ccc(N2CCOCC2)c(Cl)c1)c1c(F)c(F)c(F)c(F)c1F	-1
Cn1cnnc1Sc1ccc(/C=C(\CCC(=O)O)c2nc3ccccc3s2)cc1[N+](=O)[O-]	-2
C[C@H](O)Cc1cc2ccccc2c(=O)o1	-2

Exported as labelled records: entries from further up.
O=C(NCCOc1ccccc1)c1cccc(S(=O)(=O)N2CCN(Cc3ccccc3)CC2)c1
  TbREL1 primary: -3
COc1ccccc1CNC(=O)C1CC2Cn3c(nc4cc5ccccc5cc43)C2N1C (stereo not drawn)
  TbREL1 primary: 2
CCC(C)NC(=O)Cc1c(OC)ccc2cc(Br)ccc12 (stereo not drawn)
  TbREL1 primary: 0
COc1ccc(CCN2C(=O)CC(N3CCN(S(=O)(=O)c4ccccc4)CC3)C2=O)cc1 (stereo not drawn)
  TbREL1 primary: -2

Additional entries:
SMILES	TbREL1 primary
COc1ccc(NC(=O)CSc2nc3ccccc3c(=O)n2CCNC(C)=O)cc1	1
Cc1ccccc1Cn1nnc(-c2ccc(F)cc2)n1	0
CC(=O)N1CCN(C(=O)c2cc(C)oc2C)CC1	3
NS(=O)(=O)c1ccc(NC(=O)COC(=O)c2ccc([N+](=O)[O-])s2)cc1	0
COC(=O)[C@@]12C[C@@H](CC(=O)N3CCN(C(=O)C4CC4)CC3)C(=O)N(Cc3cccc4ccccc34)C1=CCC(C)(C)C2	-2
Cc1cc(=O)[nH]c(SCC(=O)NC2CCCCCC2)n1	3
O=C(NNC(=O)C1CCCCC1)c1ccncc1	4
CN(c1ccccc1)S(=O)(=O)c1ccc(C(=O)NNC(=O)c2ccccc2)cc1	-3
O=C(Oc1ccc(/C=N/NC(=O)c2ccco2)cc1)c1ccccc1	0
COc1ccc(CCC(=O)Nc2cc(S(=O)(=O)N3CCCCC3)ccc2N(C)C)cc1	-4
COc1cccc(OC)c1OCCCN1CCC(Cc2ccccc2)CC1	1
CC(C)Cn1c(-c2ccco2)n[nH]c1=S	0

Sorted by number of heavy atoms (highest first): some entries from above
SMILES	TbREL1 primary
COC(=O)[C@@]12C[C@@H](CC(=O)N3CCN(C(=O)C4CC4)CC3)C(=O)N(Cc3cccc4ccccc34)C1=CCC(C)(C)C2	-2
COc1cccc(OC)c1OCCCN1CCC(Cc2ccccc2)CC1	1
CC(C)Cn1c(-c2ccco2)n[nH]c1=S	0

Next section.
SMILES	TbREL1 primary
CC1(C)C2C/C(=N\O)C(C)(/[N+]([O-])=C/c3cccc([N+](=O)[O-])c3)CC21 (stereo not drawn)	-2
COc1ccc(CCNC(=O)CN2CCOc3ccccc32)cc1OC	-2
O=C(CSc1ncnc2c1oc1ccccc12)Nc1cccc(C(F)(F)F)c1	-1
Cn1ccnc1C(=O)c1ccc(N)cc1	4
Oc1ccc(Cc2ncc(C(F)(F)F)cc2Cl)cc1	0
CC(Sc1nncn1C)C(=O)Nc1ccc(Cl)cn1 (stereo not drawn)	1
CC1CC2=C(C(=O)O1)C(c1ccc(Cl)cc1)Nc1ccccc1N2 (stereo not drawn)	-1
Cc1ccc(S(=O)(=O)N(CC(=O)NCc2ccncc2)Cc2ccccc2F)cc1	2
CCN(Cc1ccc(N(C)C)cc1)C(C)C(=O)Nc1ccc(S(=O)(=O)N2CCCC2)cc1 (stereo not drawn)	-3
O=S(=O)(NCc1ccccc1)c1ccc(S(=O)(=O)N2CCCCC2)cc1	0
COc1ccc(N2CCN(c3ccc([N+](=O)[O-])cc3Cl)CC2)cc1	5
COc1ccc(OCC(=O)NCCCNC(=O)COc2ccc(OC)cc2)cc1	-1
CN(CCO)c1ccc([N+](=O)[O-])cc1C(=O)O	-1
Cc1ccc(N(CC(=O)Nc2ccc(F)cc2)S(=O)(=O)N2CCCC2)cc1	0
O=C(CSc1ncccn1)NC(=O)Cc1ccccc1	-1
Clc1ccc(-c2nc3c4ccccc4ccn3c2Cc2ccsc2)cc1	8
OCC[C@H]1C[C@@H](O)[C@H](O)[C@@]2(OCCc3ccccc32)O1	0
CC(C)CC(=O)NC(=S)N(Cc1ccccc1)Cc1ccccc1	-4
COc1ccc(-n2c(SCC(=O)Nc3cc(C)c(NC(=O)c4ccccc4)cc3OC)nnc2-c2ccccc2F)cc1	-3
COC(=O)c1ccc(/C=C2\SC(=S)N(CCCC(=O)N3CCOCC3)C2=O)cc1	0
CCOc1cc(Br)c(CN2C(=O)NC3(CCCCCC3)C2=O)cc1OCC	-1
O=C(NCCCNC(=O)c1ccco1)c1ccc(F)cc1	8
Cn1c(SCC(=O)c2ccccc2)nnc1-c1cccs1	-1
CC(NC(=O)Cn1cccc1C(=O)c1ccccc1)c1ccc2c(c1)OCCO2 (stereo not drawn)	-2

Pulled one by one from the list above:
SMILES	TbREL1 primary
CC(C)CC(=O)NC(=S)N(Cc1ccccc1)Cc1ccccc1	-4
O=C(CSc1ncccn1)NC(=O)Cc1ccccc1	-1
O=C(NCCCNC(=O)c1ccco1)c1ccc(F)cc1	8
Cn1c(SCC(=O)c2ccccc2)nnc1-c1cccs1	-1
COC(=O)c1ccc(/C=C2\SC(=S)N(CCCC(=O)N3CCOCC3)C2=O)cc1	0
Clc1ccc(-c2nc3c4ccccc4ccn3c2Cc2ccsc2)cc1	8

Further records follow:
SMILES	TbREL1 primary
CC(C)OC(=O)CN1CCN(C2c3ccccc3-c3ccccc32)CC1	-3
CC1CCCN(c2nc3ccccc3nc2C(C#N)S(=O)(=O)c2ccccc2)C1 (stereo not drawn)	7
CC1=NC(C)(C)Cc2ccccc21	4
O=C(NC1CCCCC1)[C@H](CSCc1ccccc1)N1Cc2ccccc2C1=O	-2
CC(CS(=O)(=O)c1cccc2cccnc12)N1CCCCC1 (stereo not drawn)	-5
CC1(c2ccccc2)NC(=O)N(CC(=O)Nc2ccc(S(=O)(=O)NC3=NCCCCC3)cc2)C1=O (stereo not drawn)	1
CCOc1ccc(S(=O)(=O)N2CCCC(C(=O)NCCN3CCOCC3)C2)cc1Cl (stereo not drawn)	-2
COc1ccc(-n2c(=S)[nH]c3ncccc3c2=O)cc1	-2
Cc1ccc(-c2nn(-c3ccccc3)cc2CNCc2ccccc2)cc1	4
COC(=O)c1ccccc1NC(=O)Cn1cnc2ccc(S(=O)(=O)N3CCC(C)CC3)cc2c1=O	4
CCN(CC)C(=O)c1nc[nH]c1C(=O)N1CCc2ccccc2C1	2
Nc1c(C(=O)c2ccccc2)oc2ccc(Br)cc12	1
O=C(NCc1ccccc1)C1CC(=O)N(c2ccc(OCC(=O)N3CCOCC3)cc2)C1 (stereo not drawn)	2
CNc1ccc([N+](=O)[O-])cc1C(=O)O	2
CC(C)(C)c1sc(N)nc1-c1ccccc1	-4
CCCC(C)NC(=O)c1nc(-c2ccccc2)n(-c2ccccc2)n1 (stereo not drawn)	-7
O=C(O)C1Cc2ccccc2CN1C(=O)c1ccccc1 (stereo not drawn)	2
Cc1ccc(CNC(=O)C2CCCN(S(=O)(=O)c3cccnc3)C2)cc1 (stereo not drawn)	-2
CCOC(=O)c1c(C)c(C(=O)NCc2ccccn2)c(C)n1C	-2
Cc1ccc(-c2cc(C(=O)NN=C/C=C/c3ccco3)[nH]n2)cc1C	-2
COc1ccc(S(=O)(=O)NNC(=O)C2COc3ccccc3O2)cc1[N+](=O)[O-] (stereo not drawn)	2
O=C(NCCCn1ccnc1)c1cc2c(ccc3ccccc32)o1	3
CCOC(=O)N1CCN(CC(=O)Nc2sc(CC)cc2C(=O)c2ccc(OC)cc2)CC1	-1
CCN(CC)c1ccc(SS(=O)(=O)O)cc1	2&6
Cc1ccc(NC(=O)c2cc(Cl)nc3ccccc23)cc1	-2
Cc1cc(NS(=O)(=O)c2ccc(NC(=O)CSc3nnc(-c4cccnc4)n3-c3ccccc3)cc2)nc(C)n1	-2
O=C(c1cccs1)N(CCN1CCCCC1)CC1CCCN(C2CCCC2)C1 (stereo not drawn)	6
Cc1ccc(C(=O)Nc2ccccc2C(=O)O)cc1S(=O)(=O)NC1CCCCC1	5
COc1ccccc1N1CCN(C(=O)[C@H](C)NS(=O)(=O)c2ccc3c(c2)OCCCO3)CC1	-2
O=C(NNC(=O)C1CCCN(S(=O)(=O)c2cccc(F)c2)C1)C1CC1 (stereo not drawn)	-3
CCOC(=O)c1nn(-c2ccc(F)cc2)cc1O	-5
CCOC(=O)CNc1nc(Cl)nc(Nc2ccc(Cl)cc2)n1	1
Cc1cc(C)c(S(=O)(=O)N2C[C@H]3CON(C)[C@H]3C[C@H]2c2ccc(N3CCCCC3)cc2)c(C)c1	-4
CCCCn1c(SCC(=O)c2cc(OC)ccc2OC)nc2cc(S(N)(=O)=O)ccc21	0
CC(C)(C)N(Cc1ccccc1)C(=O)c1ccncc1	0
COc1ccc(NC(=O)c2ccc3c(c2)C(=O)N(Cc2cccnc2)C3=O)c(OC)c1	1
N#CC12CCCCC1CC1CCCCC1(C#N)N2Cc1cccnc1 (stereo not drawn)	4
CN(CC(=O)Nc1cccc(F)c1)C(=O)CSc1ccc(Br)cc1	2
CC(C)N1CCC1(C)C(=O)Nc1cccc(C#N)c1 (stereo not drawn)	-1
COc1ccccc1NC(=O)CSc1nc2nc(C)cc(C)c2c(=O)[nH]1	1
CC(C)(C)N(Cc1ccccc1)C(=O)COC(=O)c1cccc([N+](=O)[O-])c1	0
COc1cc(C2C=C(Nc3ccccc3)C(=O)N2c2ccccc2)ccc1O (stereo not drawn)	-1
Cn1c(=O)c2c(ncn2Cc2nnc(N)s2)n(C)c1=O	2
CCOc1ccccc1-n1nnnc1SCC(=O)N(C)C1CCS(=O)(=O)C1 (stereo not drawn)	0
CCS(=O)(=O)N1CCN(S(=O)(=O)c2ccc(S(=O)(=O)NC3CC3)cc2)CC1	1
COCCNC(=O)C1CC(=O)N(C2CCCC2)C1 (stereo not drawn)	-3
CCOC(=O)c1c(CN2CCOCC2)n(-c2ccccc2)c2cc(Br)c(O)cc12	-4
CCN(CC)C(=O)Cn1cc(C(=O)C(=O)NCCc2c[nH]c3ccccc23)c2ccccc21	-6
COC(=O)CSc1nnc([C@H](CC(C)C)NC(=O)OC(C)(C)C)o1	-3
COc1ccc(C(C#N)c2ccc(Cl)nn2)cc1 (stereo not drawn)	-1
CCCCNC(=O)Nc1cc(C)on1	-4
CC1Sc2ccc(S(=O)(=O)CCC(=O)N3CCN(c4cccc(Cl)c4)CC3)cc2NC1=O (stereo not drawn)	1
CC1CCCC(C)N1C(=O)COC(=O)/C=C/c1ccc(Br)o1 (stereo not drawn)	2
NC(=O)Nc1ccc(Nc2ccccc2)cc1	-2
Cc1cnc(NC(=O)c2ccc(-c3ccc([N+](=O)[O-])cc3)o2)s1	7
COc1ccc(Cc2nnc(NC(=O)c3ccco3)s2)cc1OC	3
CCC1CCCCN1C(=O)c1cc(-c2ccc(Cl)c(Cl)c2)on1 (stereo not drawn)	-2
CN(Cc1cccc(C(F)(F)F)c1)Cc1nc(-c2cnccn2)no1	-1
CC(C)=C1Cc2ccccc2C1=O	-3
CN1CCN(c2ccc(NC(=O)c3ccc(Cl)cc3Cl)cc2)CC1	-6

Additional entries follow.
SMILES	TbREL1 primary
CCN(CC)c1c(C)nc2ccc(C(=O)N3CCN(C(=O)c4ccco4)CC3)cn12	-5
Cc1nc(-c2cc(C#N)c(Sc3ccc(Cl)cc3Cl)nc2C)cs1	0
O=C(Nc1ccccc1NC(=O)c1c(F)cccc1F)c1c(F)cccc1F	5
CC(=O)c1cccc(-c2ccnc3c2CC(C(=O)Nc2cccnc2)O3)c1 (stereo not drawn)	4
COCCCNC(=O)/C=C1\Sc2ccccc2N(Cc2ccccc2F)C1=O	-5
CC(=O)CC1(O)C(=O)N(CN2CCN(c3ccccc3)CC2)c2ccccc21 (stereo not drawn)	-1
Cc1cccc2cc(COC(=O)c3ccccc3)c(=O)[nH]c12	1
O=C(CCCSc1nc2ccccc2[nH]1)NC1=NCCS1	0
COC(=O)c1scc(C)c1N/N=C(\C)c1cc(F)c(Cl)cc1F	2
O=C(NNC(=O)c1cccc2ccccc12)c1ccc(Cl)cc1Cl	0
Cc1cccc(C)c1-n1nnnc1C1c2ccccc2C(=O)N1CCC(C)C (stereo not drawn)	-3
Cc1ccc(S(=O)(=O)N2CC(C(=O)O)=CC[C@H]2c2ccc3c(c2)OCO3)cc1	-2
Cc1ccc(OCC(=O)NNC(=O)C(=O)N2CCCC2)c(C)c1	3
CCc1ccccc1NS(=O)(=O)c1ccc2[nH]cc(C(=O)NC3CCCC3)c(=O)c2c1	2
Cc1ccc(C(=O)Nc2ccccc2Oc2ccccc2)o1	3
CCCCn1c(N)c(N(CC(C)C)C(=O)CSCC(=O)Nc2ccc(OC)cc2)c(=O)[nH]c1=O	1
COc1cc(NS(=O)(=O)c2ccc(Br)s2)cc(OC)c1	-2

Compound activity deposited in PubChem by The Scripps Research Institute Molecular Screening Center.
